Screens: PubChem, Broad Institute
Pf Dd2 inh: inhibitors of Plasmodium falciparum Dd2 growth; P. falciparum Dd2 growth, SYBR Green, 72 h; active compounds read low; activity change, % at 10 µM; 94,000 compounds, 2.3% hits; in the data active = activity change below about -80%; inconclusive = no clear call, values can overlap the other calls
C diff HTS: inhibitors of Clostridium difficile growth | Clostridium difficile clinical isolate growth, OD600, 24 h; active compounds read low | growth activity, negative = inhibition, % at 16 µg/mL (by protocol) | AID 1259249 | 86,000 compounds, 0.25% hits;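 active = mean growth activity at or below -80% and every replicate also at or below -80%; inconclusive = mean at or below -80% but some replicate above -80%; inactive = mean growth activity above -80%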;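 note: 0% = DMSO wells and -100% = levofloxacin 16 µg/mL wells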
Tcruzi prolif: T. cruzi proliferation inhibition; 77,000 compounds, 5.9% hits; AID 624255; T. cruzi beta-gal in NIH3T3, GalScreen luminescence, 90 h; inhibition, % at 8.34 µM;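 active = mean inhibition above about 93%, with at least 55% of replicates each passing it, limit read from the data, passing the limit was not always enough; inconclusive = only one of those two conditions holds; inactive = neither condition holds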
GASC1 inh: blocks human GASC-1 (KDM4C) demethylase activity. GST-KDM4C 2-372, H3K9me3 peptide, LANCE TR-FRET. 96,000 compounds, 0.15% hits. Q9H3R0. inhibition, % at 12.5 µM;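 active = mean replicate inhibition above about 25%, with at least 55% of replicates also reaching it, limit read from the data, passing the limit was not always enough; inconclusive = only one of those two conditions met; inactive = neither condition met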
Target sequence (Q9H3R0 2-372 limits assumed): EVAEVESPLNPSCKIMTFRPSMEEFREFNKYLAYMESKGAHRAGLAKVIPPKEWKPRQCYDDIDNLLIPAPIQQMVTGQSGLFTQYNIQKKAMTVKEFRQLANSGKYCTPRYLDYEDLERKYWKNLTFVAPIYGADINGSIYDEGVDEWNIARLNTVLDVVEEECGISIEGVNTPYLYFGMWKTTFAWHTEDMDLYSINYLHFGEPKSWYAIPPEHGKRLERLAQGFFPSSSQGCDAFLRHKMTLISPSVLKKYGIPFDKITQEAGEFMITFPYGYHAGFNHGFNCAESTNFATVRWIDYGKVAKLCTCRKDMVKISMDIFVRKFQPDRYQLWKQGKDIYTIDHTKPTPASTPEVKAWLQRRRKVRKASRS
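Material: GST-tagged GASC-1 (JMJD2C) catalytic fragment, aa 2-372. Input: enzyme final amount 10 nM. Medium: HEPES buffer, pH 7.5, plus ascorbate. Reagent: H3K9me3 peptide substrate, Fe(II), 2-oxoglutarate. Doses: single dose. Times: reaction 30 min RT, detection step 1 h RT. Measured by: LANCE TR-FRET. Evaluation: Fall in 671/618 emission ratio as inhibition.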
An asterisk follows results filed as active; ? = inconclusive; nt = not tested or not shown; & = joins results of further samples.

Under each structure: GASC1 inh | Tcruzi prolif | C diff HTS | Pf Dd2 inh
- Cc1noc(C)c1NC(=O)Nc1ccc2c(c1)C(=O)N([C@H](C)CO)C[C@H](C)[C@H](CN(C)C(=O)Nc1ccc(C(F)(F)F)cc1)O2
  -2.3 | 76 | -3 | -13
- Cc1cc(C(=O)Nc2cccc3c2O[C@H](CN(C)S(=O)(=O)c2cn(C)cn2)[C@H](C)CN([C@@H](C)CO)C3=O)n(C)n1
  1.1 | 68 | nt | 38
- COc1ccccc1CNC(=O)C[C@H]1C[C@@H]2c3cc(NC(=O)Nc4ccccc4F)ccc3O[C@@H]2[C@@H](CO)O1
  0.7 | 37 | -1 | -40
- O=C(CN1CCOCC1)NCC[C@H]1CC[C@@H](NS(=O)(=O)c2ccc(F)cc2)[C@H](CO)O1
  -0.2 | 60 | nt | 5
- COCC(=O)N(C)C[C@@H]1Oc2ncc(C3=CCCCC3)cc2C(=O)N([C@H](C)CO)C[C@@H]1C
  1.3 | -1 | 0 | 21
- COc1ccc2c3c(n(C)c2c1)[C@H](CO)N(C(C)=O)CC31CCN(C(=O)Nc2ccccc2F)CC1
  nt | nt | -2 | -39
- Cc1ccc(S(=O)(=O)Nc2ccc3c(c2)CC(=O)N([C@@H](C)CO)C[C@H](C)[C@H](CN(C)C(=O)Nc2c(C)noc2C)O3)cc1
  -0.9 | -16 | 0 | 5
- CC(=O)N1C[C@H]2[C@@H](c3ccccc31)[C@H](CO)N2C(=O)CC1CC1
  -2.1 | -20 | -5 | 7
- COc1cccc(C(=O)Nc2ccc3c(c2)C(=O)N(C)[C@H]2CC[C@@H](CC(=O)N[C@H](C)c4ccccc4)O[C@@H]2CO3)c1
  1.9 | 5 | -1 | -35
- C[C@@H]1CN([C@@H](C)CO)C(=O)Cc2cc(NC(=O)C3CCCCC3)ccc2O[C@@H]1CN(C)S(=O)(=O)c1ccc(Cl)cc1
  -1.7 | 51 | 2 | -56
- CN(C)CC#Cc1ccc([C@H]2[C@H](CO)N3C(=O)CN(C(=O)c4cccnc4)C[C@@H]23)cc1
  4.9 | nt | -5 | 33
- CNC[C@H]1Oc2cc(C#C[C@H](C)O)ccc2S(=O)(=O)N([C@H](C)CO)C[C@@H]1C
  0.0 | 18 | -6 | -53
- C[C@H](CO)N1C[C@H](C)[C@H](CN(C)CC2CC2)Oc2ccc(NS(C)(=O)=O)cc2C1=O
  -2.1 | -7 | 1 | 2
- COc1cccc(-c2ccc([C@@H]3[C@@H](CO)N4C(=O)CN(C(=O)C5CCCC5)C[C@H]34)cc2)c1
  -1.1 | nt | -2 | -26
- CC(C)NC(=O)N(C)C[C@@H]1Oc2c(NS(C)(=O)=O)cccc2C(=O)N([C@@H](C)CO)C[C@H]1C
  1.5 | 3 | -5 | 8
- CCCNC(=O)C[C@H]1CC[C@H]2[C@H](COc3ccc(NC(=O)c4ccc5c(c4)OCO5)cc3C(=O)N2C)O1
  -0.2 | -37 | 53 | 21
- CC(C)NC(=O)Nc1ccc2c(c1)CC(=O)N([C@@H](C)CO)C[C@@H](C)[C@H](CN(C)C(=O)NC1CCCCC1)O2
  2.6 | -9 | 3 | -10
- Cc1noc(C)c1NC(=O)Nc1cccc2c1O[C@@H](CN(C)Cc1ccc(C(=O)Nc3ccccc3N)cc1)[C@H](C)CN([C@@H](C)CO)C2=O
  -1.8 | nt | -2 | -45
- C[C@@H]1CN([C@H](C)CO)C(=O)Cc2cc(NC(=O)Nc3ccc(F)cc3)ccc2O[C@@H]1CN(C)CC1CC1
  -1.3 | 3 | 2 | 0
- COC(=O)C[C@@H]1C[C@H]2c3cc(NC(=O)NC4CCCCC4)ccc3O[C@H]2[C@@H](CO)O1
  9.2 | 9 | nt | 16
- CCCN1C[C@@H](C)[C@@H](OC)CN(C)C(=O)c2cc(NC(=O)Nc3cccc(OC)c3)ccc2OC[C@@H]1C
  -0.3 | 39 | nt | nt
- COc1cccc(NC(=O)N(C)C[C@@H]2Oc3cc(C#CC4(O)CCCC4)ccc3S(=O)(=O)N([C@H](C)CO)C[C@H]2C)c1
  -1.6 | nt | 9 | -26
- C[C@@H]1CN([C@@H](C)CO)C(=O)Cc2cc(NS(=O)(=O)c3cccs3)ccc2O[C@@H]1CN(C)S(=O)(=O)c1ccccc1
  -2.4 | 53 | 23 | -12
- Cc1ccc(S(=O)(=O)N(C)C[C@@H]2Oc3ncc(-c4ccccc4)cc3C(=O)N([C@@H](C)CO)C[C@@H]2C)cc1
  -2.3 | 19 | 3 | -26
- C[C@H]1CN([C@@H](C)CO)C(=O)c2cc(-c3ccncc3)cnc2O[C@H]1CN(C)C(=O)C1CCOCC1
  -2.0 | -27 | 1 | 11
- C[C@@H]1CN([C@@H](C)CO)C(=O)c2cc(C#CCc3ccccc3)cnc2O[C@H]1CN(C)C(=O)Cc1cccnc1
  4.0 | 71 | 0 | -59
- Cc1ccccc1-c1ccc(C2[C@H]3CNC[C@@H]2N3S(=O)(=O)c2cn(C)cn2)cc1 (stereo partly specified)
  0.7&0.0 | nt | 4&-15 | -1&-3
- COc1ccc(S(=O)(=O)Nc2ccc3c(c2)C(=O)N([C@H](C)CO)C[C@H](C)[C@H](CN(C)Cc2ccc4c(c2)OCO4)OCCCC[C@@H](C)O3)cc1
  1.4 | 40 | 0 | -10
- C[C@@H]1CN([C@@H](C)CO)C(=O)c2cc(NC(=O)Nc3ccc(C(F)(F)F)cc3)ccc2O[C@@H]1CN(C)Cc1ccc2c(c1)OCO2
  0.3 | 55 | 31 | -12
- C[C@@H]1CCCCO[C@H](CN(C)S(C)(=O)=O)[C@H](C)CN([C@@H](C)CO)C(=O)c2cc(NS(=O)(=O)c3ccc(F)cc3)ccc2O1
  -0.8 | -49 | -2 | -26
- O=C(c1cccnc1)N1C[C@H]2[C@@H](c3ccccc31)[C@@H](CO)N2C(=O)C1CCCC1
  -0.3 | -22 | -2 | -10
- C[C@H](CO)N1C[C@H](C)[C@H](CN(C)CC2CCCCC2)OCCCC[C@H](C)Oc2ccc(NC(=O)CCCN(C)C)cc2C1=O
  2.7 | 20 | 2 | nt
- COc1ccc(S(=O)(=O)N(C)C[C@@H]2Oc3ccc(NC(=O)NC4CCCCC4)cc3C(=O)N([C@@H](C)CO)C[C@@H]2C)cc1
  -2.0 | 51 | -3 | -23
- COc1cccc(-c2cnc3c(c2)C(=O)N([C@@H](C)CO)C[C@H](C)[C@@H](CN(C)Cc2ccc(F)cc2)O3)c1
  8.5 | nt | 9 | -27
- CC(C)NC(=O)N(C)C[C@@H]1Oc2c(NC(=O)Nc3ccc4c(c3)OCO4)cccc2C(=O)N([C@H](C)CO)C[C@H]1C
  0.1 | -3 | -10 | 25
- COc1cccc(-c2ccc3n(c2=O)C[C@@H]2[C@@H](CO)[C@H](C(=O)NCCN4CCCCC4)N(C)[C@H]32)c1
  -2.1 | -60 | -9 | nt
- O=C([C@@H]1[C@@H](CO)[C@@H]2Cn3c(cccc3=O)[C@H]1N2C(=O)c1ccc(F)cc1)N1CCCCC1
  -0.5 | 38 | -3 | 10
- C[C@@H]1CN([C@@H](C)CO)C(=O)c2c(c3ccccc3n2C)-c2ccccc2CO[C@@H]1CN(C)Cc1ccc(Oc2ccccc2)cc1
  -2.9 | nt | 8 | -87*
- COc1ccc(-c2cnc3c(c2)C(=O)N([C@@H](C)CO)C[C@H](C)[C@@H](CN(C)Cc2ccc(C(=O)O)cc2)O3)cc1
  0.1 | -38 | 0 | 47
- CC(=O)N(C)C[C@@H]1Oc2cc(C#CC3CCCCC3)ccc2S(=O)(=O)N([C@H](C)CO)C[C@H]1C
  -3.4 | ? | -16 | -54
- C[C@H]1CN([C@@H](C)CO)C(=O)c2cccc(NS(=O)(=O)c3ccccc3)c2O[C@@H]1CN(C)C(=O)Nc1ccccc1
  9.4 | 67 | 12 | -8
- C[C@@H]1CN([C@@H](C)CO)C(=O)c2cc(C#CCN(C)C)cnc2O[C@@H]1CN(C)C(=O)c1ccc2c(c1)OCO2
  2.5 | nt | 1 | 18
- C[C@H]1CN([C@@H](C)CO)C(=O)c2cccc(NC(=O)Nc3ccc(C(F)(F)F)cc3)c2O[C@@H]1CN(C)C(=O)Nc1cccc2ccccc12
  0.5 | 84 | 1 | -59
- CC(=O)N(C[C@@H]1N[C@@H](CO)[C@@H]1c1ccc(-c2ccccc2)cc1)C(C)C
  -0.5 | 12 | -8 | 1
- C[C@H]1CN([C@@H](C)CO)C(=O)c2cccc(NS(C)(=O)=O)c2O[C@H]1CN(C)C(=O)Nc1ccccc1
  -0.9 | -28 | 2 | 9
- C[C@@H]1CN([C@@H](C)CO)C(=O)Cc2cc(NC(=O)Nc3ccccc3)ccc2O[C@H]1CN(C)C
  -0.4 | -16 | 2 | 1
- COc1ccc2c3c([nH]c2c1)[C@H](CO)N(C(C)=O)CC31CCN(C(=O)c2ccc3c(c2)OCO3)CC1
  -0.8 | nt | -15 | -20
- C[C@H]1CN([C@@H](C)CO)C(=O)c2cccc(NC(=O)Nc3ccc(C(F)(F)F)cc3)c2O[C@H]1CN(C)S(=O)(=O)c1cn(C)cn1
  -0.6 | 25 | nt | 2
- CN(C)CC(=O)N1[C@H](CO)[C@H](c2ccccc2-c2cccc(C(=O)N(C)C)c2)[C@@H]1C#N
  4.0 | nt | 36 | -3
- COc1ccc(CN(C)C[C@H]2Oc3c(NS(C)(=O)=O)cccc3C(=O)N([C@@H](C)CO)C[C@H]2C)cc1
  0.3 | 0 | -5 | 13
- O=C(C[C@H]1CC[C@@H](NC(=O)CN2CCOCC2)[C@H](CO)O1)NCCc1ccccc1
  -1.7 | -19 | 1 | -14
- C[C@@H]1CN([C@H](C)CO)C(=O)Cc2cc(NS(=O)(=O)c3ccc(F)cc3)ccc2O[C@@H]1CN(C)Cc1ccc(C(=O)Nc2ccccc2N)cc1
  -0.9 | nt | 5 | -78
- COc1ccc(NC(=O)N(C)C[C@H]2Oc3ncc(-c4cccnc4)cc3C(=O)N([C@H](C)CO)C[C@H]2C)cc1
  -1.7 | nt | -1 | -3
- C[C@@H]1CN([C@@H](C)CO)C(=O)c2cc(NC(=O)CCCN(C)C)ccc2O[C@@H]1CN(C)Cc1ccc(C(F)(F)F)cc1
  0.8 | 23 | 1 | 9
- CNC[C@@H]1Oc2ccc(NS(=O)(=O)c3ccc(OC)cc3)cc2C(=O)N([C@@H](C)CO)C[C@@H]1C
  -0.9 | nt | 1 | -2
- C[C@H]1CN([C@@H](C)CO)C(=O)c2cc(NC(=O)Nc3ccc4c(c3)OCO4)ccc2O[C@H]1CN(C)S(C)(=O)=O
  1.6 | -15 | nt | 20
- CCS(=O)(=O)Nc1ccc2c(c1)C(=O)N(C)[C@@H]1CC[C@H](CC(=O)N[C@@H]3CCN(Cc4ccccc4)C3)O[C@H]1CO2
  -3.4 | -3 | -3 | nt
- C/C=C/c1ccc([C@H]2[C@H](CO)N3C(=O)CN(C(=O)Nc4ccc(F)cc4)C[C@@H]23)cc1
  0.9 | nt | -3 | 19
- CCCNC(=O)N1CC2(CCN(C(=O)c3cccc(F)c3)CC2)c2c([nH]c3cc(OC)ccc23)[C@H]1CO
  0.7 | nt | -8 | -25
- O=C(C[C@@H]1CC[C@@H](NC(=O)Nc2cc(F)ccc2F)[C@H](CO)O1)NCc1ccc2c(c1)OCO2
  0.5 | 14 | nt | -44

The listing continues.
Under each structure: GASC1 inh | Tcruzi prolif | C diff HTS | Pf Dd2 inh
- CC(=O)N1CC[C@@H]2[C@H]1c1cc(-c3cccc(F)c3)ccc1N(C)[C@@H]2CO
  -0.2 | 45 | -10 | 12
- O=C([C@@H]1N[C@@H]2c3ccc(-c4ccccc4)c(=O)n3C[C@@H]2[C@H]1CO)N1CCOCC1
  0.2 | -44 | -1 | 1
- C[C@@H]1CN([C@@H](C)CO)C(=O)c2cc(-c3ccncc3)cnc2O[C@@H]1CN(C)C(=O)C1CCOCC1
  1.7 | -65 | 2 | 41
- O=C(CC(F)(F)F)N1C[C@@H]2[C@H](c3ccccc31)[C@H](CO)N2C(=O)Cc1cccnc1
  1.1 | -53 | -1 | -29
- COc1ccccc1-c1ccc([C@H]2[C@@H](CO)N(C(=O)C3CCCC3)[C@H]2C#N)cc1
  3.4 | nt | -9 | 28
- C[C@H](CO)N1C[C@H](C)[C@H](CN(C)C(=O)Nc2cccc3ccccc23)Oc2c(NC(=O)Nc3ccccc3)cccc2C1=O
  -1.1 | 83 | -9 | -20
- CCCC#Cc1ccc2c(c1)O[C@H](CN(C)Cc1cccnc1)[C@H](C)CN([C@H](C)CO)S2(=O)=O
  1.1 | 115* | 3 | -30
